Screens from PubChem.
Tat export inh: blocks Tat-dependent protein export in E. coli; AID 488895; inhibition, % at 10 µM; 340,000 tested, 0.036% active; E. coli MC4100 TorA-mCherry Tat export, fluorescence;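 active = mean replicate inhibition at least 50% and at least half of replicates individually reaching 50%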;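 also: exported cargo escapes ClpAP degradation while cytoplasmic cargo is degraded and loses fluorescence; 0% = median of neutral control wells and 100% = median of NaSCN control wells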
DAGLB inhibitor: blocks human DAGLB lipase activity; AID 504411; HEK293T DAGLB membrane lysate, EnzChek fluorogenic substrate; inhibition, % at 5.17 µM; Q8NCG7; 340,000 tested, 0.059% active; in the data active = inhibition above about 34%;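 also: 0% = enzyme with vehicle and 100% = wells lacking enzyme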
Target sequence (Q8NCG7 whole entry, looked up): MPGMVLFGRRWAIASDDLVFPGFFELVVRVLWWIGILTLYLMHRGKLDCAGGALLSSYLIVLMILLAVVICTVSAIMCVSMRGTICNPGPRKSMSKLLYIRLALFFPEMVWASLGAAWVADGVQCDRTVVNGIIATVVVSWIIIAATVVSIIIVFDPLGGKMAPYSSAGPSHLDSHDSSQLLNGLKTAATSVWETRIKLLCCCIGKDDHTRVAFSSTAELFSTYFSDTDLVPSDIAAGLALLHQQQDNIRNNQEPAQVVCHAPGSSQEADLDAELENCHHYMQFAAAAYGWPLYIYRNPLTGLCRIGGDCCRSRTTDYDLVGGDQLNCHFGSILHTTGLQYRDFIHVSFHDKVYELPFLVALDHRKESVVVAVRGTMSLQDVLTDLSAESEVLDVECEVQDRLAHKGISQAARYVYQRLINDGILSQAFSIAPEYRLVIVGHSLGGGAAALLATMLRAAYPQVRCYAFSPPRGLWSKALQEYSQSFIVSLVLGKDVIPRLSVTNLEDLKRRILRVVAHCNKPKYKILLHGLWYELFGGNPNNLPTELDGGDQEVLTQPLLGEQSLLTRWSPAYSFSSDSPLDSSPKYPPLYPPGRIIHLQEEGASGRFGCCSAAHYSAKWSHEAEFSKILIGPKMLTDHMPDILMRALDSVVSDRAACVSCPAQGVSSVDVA
Rtt109 HAT inh: C. albicans Rtt109 histone acetyltransferase inhibition; 330,000 tested, 0.16% active; AID 540336; inhibition, % at 34.9 µM; purified Rtt109/Vps75, ThioGlo CoA-SH fluorescence, 4 h;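 active = inhibition of at least 50% in every replicate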
Target sequence (Q5AAJ8 whole entry, looked up): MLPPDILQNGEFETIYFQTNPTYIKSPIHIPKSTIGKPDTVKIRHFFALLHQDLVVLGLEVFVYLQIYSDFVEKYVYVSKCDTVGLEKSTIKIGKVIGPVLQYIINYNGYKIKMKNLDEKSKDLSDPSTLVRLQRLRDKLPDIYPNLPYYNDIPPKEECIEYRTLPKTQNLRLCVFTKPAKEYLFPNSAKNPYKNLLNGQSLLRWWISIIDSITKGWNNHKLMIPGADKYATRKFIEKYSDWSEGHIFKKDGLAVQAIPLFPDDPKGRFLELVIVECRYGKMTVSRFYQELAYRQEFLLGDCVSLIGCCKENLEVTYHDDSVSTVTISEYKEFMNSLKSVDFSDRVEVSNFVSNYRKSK
phage Ecoli inh: E. coli growth loss with phage present; 360,000 tested, 0.26% active; AID 651602; inhibition, % at 11.9 µM; growth absorbance; in the data active = inhibition above about 11%
CAL PDZ FP: blocks peptide binding to human CAL PDZ domain; Q9HD26; purified CAL PDZ, TMR-peptide fluorescence polarization, 1 h; inhibition, % at 20 µM; 330,000 tested, 0.02% active;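 active = highest replicate inhibition of at least 40%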;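 also: plate controls were DMSO neutral control wells for no effect and unlabeled competitor peptide control wells for full effect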
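Test system: purified CerCALP PDZ construct; Compound dosing: one concentration, 20 µM compound; Also added: TMR-labelled reporter peptide T*-PRC34 bound in PDZ groove; Read-out: inhibition from polarization loss; Controls: unlabelled peptide and DMSO controls; Signal: FP readout, S and P plane fluorescence; Incubation: 1 h at RT.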
PvdQ acylase: P. aeruginosa PvdQ acylase inhibition | purified PvdQ acylase, fluorescence plate reader | 340,000 tested, 0.063% active | inhibition, % at 10 µM; in the data active = inhibition above about 30%, passing the limit was not always enough;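 also: 0% = vehicle neutral wells and 100% = reference inhibitor wells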
AddAB inh: less growth of phage-infected E. coli with AddAB | E. coli expressing H. pylori AddAB, absorbance growth | inhibition, % at 11.9 µM | 330,000 tested, 0.29% active | AID 435030; in the data active = inhibition above about 12%;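 also: 0% = vehicle wells of infected cells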
Ecoli viability: counter-screen for AddAB inhibitors: E. coli growth inhibition. E. coli V3065 growth, OD600 absorbance, 18 h. AID 449728. inhibition, % at 11.9 µM. 330,000 tested, 0.27% active;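 active = inhibition above the campaign's mean inhibition across all tested compounds plus 3 SD, cut at about 9.9% in these data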;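 also: uninfected addAB+ strain grown without phage in ampicillin broth; 0% = DMSO wells and 100% = ciprofloxacin 0.95 µg/ml wells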
PfHsp90 set2: reduces growth (ATP signal) of yeast expressing P. falciparum Hsp90. AID 504621. S. cerevisiae expressing PfHsp90, BacTiter-Glo ATP, 48 h; yeast lacking PDR1 and PDR3 efflux regulators. 310,000 tested, 0.32% active. inhibition, % at 9.4 µM;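 active = every replicate shows inhibition above about 80%, whatever the replicate mean, limit read from the data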;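 also: 0% = DMSO neutral controls and 100% = 20 µM radicicol positive controls; yeast relying on Plasmodium falciparum Hsp90 in place of its own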
Wnt act: activators of Wnt/beta-catenin signaling; Wnt/beta-catenin reporter cell assay, activator, plate reader; activation, % at 9.35 µM; 300,000 tested, 1.2% active; in the data active = activation above about 30%, passing the limit was not always enough;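 also: 0% = neutral control wells and 100% = positive control wells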
* = called active by the depositor.

How did O=C(O)C(Cc1ccc(O)c([N+](=O)[O-])c1)N1C(=O)c2ccccc2C1=O (stereo not drawn) do in these assays?
Tat export inh: -5; DAGLB inhibitor: 1; Rtt109 HAT inh: 0; phage Ecoli inh: 1.6; CAL PDZ FP: 0.6; PvdQ acylase: 0; PfHsp90 set2: 22; Wnt act: -2

How did COc1cc(C(=O)NCC(=O)n2nc(C)cc2C)cc(OC)c1OC do in these assays?
Tat export inh: -3; DAGLB inhibitor: -1; Rtt109 HAT inh: 2; phage Ecoli inh: 2.7; CAL PDZ FP: -1.6; PvdQ acylase: -13; AddAB inh: 0.8; Ecoli viability: 0.9; PfHsp90 set2: 7

What do the screens show for `CC(C)CCSc1nnc(N)s1`?
Tat export inh: -9; DAGLB inhibitor: -2; Rtt109 HAT inh: 10; phage Ecoli inh: 4.5; CAL PDZ FP: -0.8; PvdQ acylase: -11; AddAB inh: -0.2; Ecoli viability: 1.7; PfHsp90 set2: -18; Wnt act: -4

What do the screens show for `CC1(C)Oc2ccc(C(=O)N3CCc4ccccc43)cc2N(CC(=O)N2CCCC2)C1=O`?
Tat export inh: 3; DAGLB inhibitor: 3; Rtt109 HAT inh: 2; phage Ecoli inh: 2.9; CAL PDZ FP: -1.0; PvdQ acylase: -9; AddAB inh: -0.2; Ecoli viability: 1.4; PfHsp90 set2: 11; Wnt act: -4

How did Cc1cccc2c1N(CCCOc1ccccc1)C(=O)C2=O do in these assays?
Tat export inh: -2; DAGLB inhibitor: 7; Rtt109 HAT inh: 12; phage Ecoli inh: 2.5; CAL PDZ FP: -0.6; PvdQ acylase: 11; AddAB inh: -1.3; Ecoli viability: 0.7; PfHsp90 set2: -1

How did COc1ccc(NC(=O)c2nc[nH]c2C(=O)N[C@@H](C)C(=O)OC(C)(C)C)cc1 do in these assays?
Tat export inh: 2; DAGLB inhibitor: -5; Rtt109 HAT inh: -1; phage Ecoli inh: -2.4; CAL PDZ FP: 0.9; PvdQ acylase: -2; AddAB inh: 2.1; Ecoli viability: -0.5; Wnt act: 10

How did O=C(Nc1ccc(Br)cc1F)C1CC(=O)N(C2CCCCC2)C1 (stereo not drawn) do in these assays?
Tat export inh: 5; DAGLB inhibitor: -1; Rtt109 HAT inh: -2; phage Ecoli inh: -0.2; CAL PDZ FP: -2.0; PvdQ acylase: -6; AddAB inh: -1.1; Ecoli viability: -0.5; PfHsp90 set2: 7; Wnt act: -1

Results for CCOc1cc(N2CCOCC2)c(OCC)cc1NC(=O)C1CC(=O)N(c2ccc(C)cc2)C1 (stereo not drawn) ?
Tat export inh: -5; DAGLB inhibitor: 1; Rtt109 HAT inh: 3; phage Ecoli inh: 0.5; CAL PDZ FP: -0.2; PvdQ acylase: -14; AddAB inh: 3.9; Ecoli viability: 2.1; PfHsp90 set2: -5; Wnt act: -1

Results for COc1ccc(-c2nc(CN3CCN(c4cc(C)nc(C)c4)CC3)c(C)o2)c2ccccc12 ?
Tat export inh: 5; DAGLB inhibitor: 3; phage Ecoli inh: 3.6; CAL PDZ FP: 0.8; PvdQ acylase: 6; AddAB inh: -1.0; Ecoli viability: -3.0; PfHsp90 set2: 10; Wnt act: -2

What do the screens show for `O=C(C1CCC(CNc2c(N3CCCCC3)c(=O)c2=O)CC1)N1CCCC1` (stereo not drawn)?
Tat export inh: 2; DAGLB inhibitor: 1; Rtt109 HAT inh: -6; phage Ecoli inh: 2.3; CAL PDZ FP: -0.4; PvdQ acylase: -5; AddAB inh: -1.0; Ecoli viability: 0.2; PfHsp90 set2: -10; Wnt act: -2

Results for COc1cc(NC(=O)COC(=O)c2cnccn2)c(C)cc1[N+](=O)[O-] ?
Tat export inh: 2; DAGLB inhibitor: -5; Rtt109 HAT inh: -3; phage Ecoli inh: 3.2; CAL PDZ FP: -3.2; PvdQ acylase: -18; AddAB inh: 2.1; Ecoli viability: 2.5; PfHsp90 set2: 29; Wnt act: 0

How did COc1cc(NC(=O)CCC(=O)N2CCN(S(=O)(=O)c3ccc(C)cc3)CC2)cc(OC)c1 do in these assays?
Tat export inh: 4; DAGLB inhibitor: -3; Rtt109 HAT inh: 7; phage Ecoli inh: -0.2; CAL PDZ FP: -0.2; PvdQ acylase: 11; PfHsp90 set2: 9; Wnt act: 1

The list goes on (2 carried over from the part before).
Results for COc1cc(NC(=O)COC(=O)c2cnccn2)c(C)cc1[N+](=O)[O-] ?
Tat export inh: 2; DAGLB inhibitor: -5; Rtt109 HAT inh: -3; phage Ecoli inh: 3.2; CAL PDZ FP: -3.2; PvdQ acylase: -18; AddAB inh: 2.1; Ecoli viability: 2.5; PfHsp90 set2: 29; Wnt act: 0

How did COc1cc(NC(=O)CCC(=O)N2CCN(S(=O)(=O)c3ccc(C)cc3)CC2)cc(OC)c1 do in these assays?
Tat export inh: 4; DAGLB inhibitor: -3; Rtt109 HAT inh: 7; phage Ecoli inh: -0.2; CAL PDZ FP: -0.2; PvdQ acylase: 11; PfHsp90 set2: 9; Wnt act: 1

What do the screens show for `COc1ccc(-c2nn(-c3ccccc3)cc2/C=C/C(=O)N2CCOCC2)cc1OC`?
Tat export inh: 8; DAGLB inhibitor: -3; Rtt109 HAT inh: 0; phage Ecoli inh: 3.6; CAL PDZ FP: -1.2; PvdQ acylase: -9; AddAB inh: 0.2; Ecoli viability: -2.4; PfHsp90 set2: 9; Wnt act: -8

Results for O=C(NCc1ccccc1CN1CCCC1)C1CCN(S(=O)(=O)c2ccc(Cl)cc2)CC1 ?
Tat export inh: -2; DAGLB inhibitor: 4; Rtt109 HAT inh: 12; phage Ecoli inh: 2.5; CAL PDZ FP: -2.7; PvdQ acylase: -3; AddAB inh: -0.9; Ecoli viability: -2.5; PfHsp90 set2: -12; Wnt act: -5

Results for Cc1ccc(C2CC(=O)c3cnn(-c4nc(C)cc(C)n4)c3C2)cc1 (stereo not drawn) ?
Tat export inh: 6; DAGLB inhibitor: -4; Rtt109 HAT inh: 6; phage Ecoli inh: 2.9; CAL PDZ FP: -4.8; PvdQ acylase: 6; AddAB inh: -0.6; Ecoli viability: 0.0; PfHsp90 set2: -13

What do the screens show for `CCN(CC)C(=O)c1nc[nH]c1C(=O)N1CCN(c2ccccc2)CC1`?
Tat export inh: -6; DAGLB inhibitor: -1; Rtt109 HAT inh: -5; phage Ecoli inh: 2.0; CAL PDZ FP: 0.0; PvdQ acylase: -12; AddAB inh: 0.8; Ecoli viability: -3.0; Wnt act: 0

How did O=C(Nc1cccc(Br)c1)c1ccc(Cl)c(S(=O)(=O)N2CCOCC2)c1 do in these assays?
Tat export inh: 5; DAGLB inhibitor: -2; phage Ecoli inh: 2.0; CAL PDZ FP: -2.5; PvdQ acylase: 17; AddAB inh: 3.0; Ecoli viability: 0.9; PfHsp90 set2: 10; Wnt act: -2

How did Cc1c(C)c2ccc(OC(C)C(=O)N3C[C@H]4C[C@@H](C3)c3cccc(=O)n3C4)c(C)c2oc1=O (stereo partly drawn) do in these assays?
Tat export inh: -3; DAGLB inhibitor: -1; Rtt109 HAT inh: -14; phage Ecoli inh: 2.3; CAL PDZ FP: 0.6; PvdQ acylase: -13; AddAB inh: 2.0; Ecoli viability: -2.4; PfHsp90 set2: 23; Wnt act: -1

Results for O=C(CSc1nnc(-c2ccccc2Br)o1)Nc1nncs1 ?
Tat export inh: 4; DAGLB inhibitor: 0; Rtt109 HAT inh: 8; phage Ecoli inh: -0.1; CAL PDZ FP: -1.0; PvdQ acylase: -12; AddAB inh: 6.2; Ecoli viability: 0.2; PfHsp90 set2: 7; Wnt act: 1

Results for Cc1cc(C(=O)Cn2nnc(-c3ccc(Cl)cc3)n2)c(C)n1-c1ccccc1 ?
Tat export inh: 2; DAGLB inhibitor: -16; Rtt109 HAT inh: -3; phage Ecoli inh: 2.8; CAL PDZ FP: -1.3; PvdQ acylase: -16; AddAB inh: 5.0; Ecoli viability: 2.2; PfHsp90 set2: -30

How did COc1ccccc1-c1noc(CCC(=O)NC2CCCC2)n1 do in these assays?
Tat export inh: -11; DAGLB inhibitor: -2; Rtt109 HAT inh: 6; phage Ecoli inh: 2.6; CAL PDZ FP: -0.2; PvdQ acylase: -7; AddAB inh: 0.2; Ecoli viability: 0.2; PfHsp90 set2: 3; Wnt act: -4

How did CC(C)n1cnnc1SCC(=O)NCC(=O)Nc1ccc(F)cc1 do in these assays?
Tat export inh: -1; DAGLB inhibitor: 0; Rtt109 HAT inh: -1; phage Ecoli inh: -0.5; CAL PDZ FP: -0.5; PvdQ acylase: -10; AddAB inh: 0.2; Ecoli viability: -0.2; PfHsp90 set2: 4; Wnt act: -6

What do the screens show for `CCOC(=O)N1CCN(Cc2nc3ccc([N+](=O)[O-])cc3c(=O)n2-c2cccc(OC)c2)CC1`?
Tat export inh: 7; DAGLB inhibitor: 0; Rtt109 HAT inh: -12; phage Ecoli inh: 1.5; CAL PDZ FP: -0.4; PvdQ acylase: -7; AddAB inh: -0.1; Ecoli viability: 0.6; PfHsp90 set2: -13; Wnt act: -4

How did COc1ccc(/C(C)=N/NC(=O)c2sccc2-n2cccc2)cc1 do in these assays?
Tat export inh: 1; DAGLB inhibitor: 3; Rtt109 HAT inh: -8; phage Ecoli inh: 1.2; CAL PDZ FP: -2.0; PvdQ acylase: -4; AddAB inh: 1.4; Ecoli viability: -0.3; PfHsp90 set2: 2; Wnt act: -2

Results for COc1ccc(S(=O)(=O)N2CCN(C(=O)c3ccco3)CC2)cc1C(C)(C)C ?
Tat export inh: -7; DAGLB inhibitor: -1; Rtt109 HAT inh: 2; phage Ecoli inh: 0.6; CAL PDZ FP: -0.5; PvdQ acylase: 6; AddAB inh: 4.7; Ecoli viability: -0.2; PfHsp90 set2: -5; Wnt act: 0

What do the screens show for `Cc1cc(=O)[nH]c(SCn2nnc3ccccc3c2=O)n1`?
Tat export inh: -11; DAGLB inhibitor: 0; phage Ecoli inh: 2.2; CAL PDZ FP: -4.2; PvdQ acylase: -16; AddAB inh: 3.2; Ecoli viability: -0.1; PfHsp90 set2: -2; Wnt act: -5

What do the screens show for `COC(=O)c1ccc(-c2ccc([C@H]3[C@H]4C=CC[C@@H](C)[C@@H]4C(=O)N3Cc3ccccc3)c(F)c2)cc1`?
Tat export inh: 7; DAGLB inhibitor: -8; Rtt109 HAT inh: 8; phage Ecoli inh: 3.8; CAL PDZ FP: -0.1; PvdQ acylase: 15; AddAB inh: 1.8; Ecoli viability: -0.9; PfHsp90 set2: 7; Wnt act: -12

Results for CCOC(=O)c1c2n(c3ccc(O)cc13)CCC2 ?
Tat export inh: 9; DAGLB inhibitor: 2; Rtt109 HAT inh: -20; phage Ecoli inh: 1.3; CAL PDZ FP: -0.4; PvdQ acylase: -16; AddAB inh: 1.8; Ecoli viability: -0.3; PfHsp90 set2: 11; Wnt act: 0

Results for CCOC(=O)C1(Cc2cccc(OC)c2)CCN(CCO)CC1 ?
Tat export inh: 5; DAGLB inhibitor: -1; Rtt109 HAT inh: -3; phage Ecoli inh: 2.7; CAL PDZ FP: -0.7; PvdQ acylase: -9; AddAB inh: 0.8; Ecoli viability: -0.2; PfHsp90 set2: 17; Wnt act: 1

Results for O=C(NCCc1nccs1)C1CCC(=O)N(Cc2cccc(C(F)(F)F)c2)C1 (stereo not drawn) ?
Tat export inh: 0; DAGLB inhibitor: -1; Rtt109 HAT inh: 8; phage Ecoli inh: 2.2; CAL PDZ FP: -1.5; PvdQ acylase: 3; AddAB inh: 5.2; Ecoli viability: -2.5; PfHsp90 set2: -3; Wnt act: -5

Random draw from the library. Share with any hit: about 1.9%.
